UBC9 SUMO inh: blocks human SUMOylation mediated by UBC9. P63279. inhibition, % at 35 µM. HTRF SUMOylation assay, SAE1/SAE2 + UBC9, in vitro. 290,000 compounds, 0.36% hits. AID 2006; in the data active = inhibition above about 50%, passing the limit was not always enough; note: strong numbers were not always called active
Target sequence (P63279 whole entry, looked up): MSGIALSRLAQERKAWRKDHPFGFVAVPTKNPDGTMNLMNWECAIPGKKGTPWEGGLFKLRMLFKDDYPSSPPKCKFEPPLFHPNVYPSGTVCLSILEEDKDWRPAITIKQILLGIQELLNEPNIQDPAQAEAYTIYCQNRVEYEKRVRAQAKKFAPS
CRFR2-BP antag: antagonists of CRF-binding protein/CRF-R2 receptor complex; HEK293 CRF-R2/CRF-BP, CRF-induced calcium fluorescence; AID 588475; 350,000 compounds, 0.59% hits; inhibition, % at 11.8 µM;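 active = inhibition of the ligand-induced calcium signal above about 50% at the single tested concentration, limit read from the data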
HCV NS3 hel inh: blocks Hepatitis C virus NS3 helicase unwinding; 290,000 compounds, 0.56% hits; AID 1800; NS3 helicase DNA unwinding, Cy5 molecular beacon fluorescence; inhibition, % at 10.9 µM;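 active = inhibition above the mean of all tested compounds plus 3 SD, set per campaign, cut at about 35% in these data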;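 note: 0% = DMSO wells and 100% = thioflavine S control wells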
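Control set: DMSO versus 110 µM thioflavine S; Material: NS3 helicase fragment of HCV; Measured by: Cy5 fluorescence at 0 and 60 min, beacon hairpin quenching; Read-out basis: percent inhibition from t60/t0 fluorescence ratio; Times: reaction time 60 min, 25 °C; Repeats: single replicate; Compound dosing: single dose, 10.9 µM nominal final, DMSO 0.8% final.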
FID counter: counter-screen for HCV NS3 helicase inhibitors: DNA intercalator displacement. DNA fluorescent intercalator displacement, fluorescence. inhibition, % at 7.9 µM. 290,000 compounds, 0.17% hits. AID 1845; in the data active = inhibition above about 37%;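 note: 0% = vehicle and 100% = reference compound; higher means more ethidium bromide displaced from hairpin DNA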
GalR3 antag: antagonists of human GalR3 | HEK293 GalR3-CNG cAMP membrane potential fluorescence; galR3 body fused to GalR1 C-terminus | inhibition, % at 3 µM | 360,000 compounds, 0.44% hits | AID 651719;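 active = inhibition above the screen-wide average plus 3 SD, cut at about 13% in these data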;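 note: forskolin and galanin both at EC90 stimulate the cells; cAMP rise reported by CNG channel membrane potential dye signal; 0% = forskolin plus galanin with DMSO and 100% = forskolin alone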
Target sequence (O60755 1-299 limits assumed): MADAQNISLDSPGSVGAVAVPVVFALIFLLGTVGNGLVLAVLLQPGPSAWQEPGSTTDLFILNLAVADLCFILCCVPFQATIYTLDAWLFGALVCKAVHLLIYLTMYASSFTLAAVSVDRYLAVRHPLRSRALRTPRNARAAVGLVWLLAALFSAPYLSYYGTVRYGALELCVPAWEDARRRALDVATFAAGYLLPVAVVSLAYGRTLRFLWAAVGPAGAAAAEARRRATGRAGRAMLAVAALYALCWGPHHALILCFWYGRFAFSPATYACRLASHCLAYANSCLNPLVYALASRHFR
MEKK2 WT-MEK5: raises or lowers MEK5 binding to wildtype human MEKK2 PB1 domain; Q9Y2U5; binding response (% of control), % at 10 µM; AID 1531; bead flow cytometry, Alexa488-MEK5 binding to MEKK2 WT; actives lie on both sides; 290,000 compounds, 1.1% hits; in the data active = binding response below about 67% or above about 130%
CRFBP-R2 agonist: agonists of human CRF-binding protein/CRF-R2 receptor complex | HEK293 CRF-R2/CRF-BP, calcium dye fluorescence (FLIPR); percent of saturating CRF peptide response | activation, % at 13.2 µM | 350,000 compounds, 0.46% hits;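 active = activation of at least 50%, plus an integration ratio under a set limit after plate pattern correction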;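 note: plate controls were neutral control wells without compound for no effect and CRF at EC100 for full effect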
MEKK2mut PB1 HTS: signal of MEK5 binding to mutant human MEKK2 PB1 domain | bead flow cytometry, Alexa488-MEK5 binding to MEKK2 mutant | percent response, % at 10 µM | 290,000 compounds, 0.35% hits; in the data active = percent response above about 24%, passing the limit was not always enough; note: inactives centre near 1; some results filed as inactive read as strong as hits
MEKK3 PB1 HTS: raises or lowers MEK5 binding to the human MEKK3 PB1 domain; binding response (% of control), % at 10 µM; Q99759; 290,000 compounds, 1.4% hits; AID 1529; bead-based flow cytometry, Alexa488-MEK5 binding to MEKK3; actives lie on both sides; 0 = blocked by unlabeled MEK5, 100 = vehicle;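 active = binding response more than 3 SD above or below the average of its plate-row segment, actives on both sides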;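 note: Alexa488 bead fluorescence after subtracting the streptavidin-only scavenger bead signal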
Target sequence (Q99759 whole entry, looked up, the tested form may be a part): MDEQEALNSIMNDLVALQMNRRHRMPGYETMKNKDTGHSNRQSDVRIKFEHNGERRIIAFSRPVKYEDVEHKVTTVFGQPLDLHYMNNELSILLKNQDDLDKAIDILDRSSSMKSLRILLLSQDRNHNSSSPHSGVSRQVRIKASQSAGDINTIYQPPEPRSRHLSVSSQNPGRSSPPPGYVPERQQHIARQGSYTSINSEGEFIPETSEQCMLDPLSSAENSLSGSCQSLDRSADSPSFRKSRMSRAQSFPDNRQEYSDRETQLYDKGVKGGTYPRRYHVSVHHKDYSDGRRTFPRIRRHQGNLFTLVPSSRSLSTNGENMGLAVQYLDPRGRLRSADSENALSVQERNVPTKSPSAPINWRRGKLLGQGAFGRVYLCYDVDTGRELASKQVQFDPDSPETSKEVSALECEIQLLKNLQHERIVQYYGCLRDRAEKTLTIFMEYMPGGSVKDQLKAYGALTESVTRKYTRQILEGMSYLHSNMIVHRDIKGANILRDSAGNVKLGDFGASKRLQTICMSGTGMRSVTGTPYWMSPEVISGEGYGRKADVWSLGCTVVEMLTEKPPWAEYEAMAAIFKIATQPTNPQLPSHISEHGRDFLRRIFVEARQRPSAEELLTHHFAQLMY
* marks the source's active call; other numbers are inactive results; · = no result given. A portion of the library; count on the stated rates, not on these rows.

molecule,MEKK2mut PB1 HTS,GalR3 antag,HCV NS3 hel inh,UBC9 SUMO inh,FID counter,MEKK3 PB1 HTS,MEKK2 WT-MEK5,CRFR2-BP antag,CRFBP-R2 agonist
Cn1cnc(S(=O)(=O)N2CCN(c3cccc(C(F)(F)F)c3)CC2)c1,5,0,-6,13,-23,100,102,-2,-1.1
CC(=O)c1ccc(NC(=O)[C@@]2(CC(=O)O)CC(/C=C/c3ccccc3)=NO2)cc1,2,-9,7,9,-39,94,93,10,-1.7
CC(C)N(Cc1nc(-c2ccccc2)no1)C(=O)CCCN1C(=O)c2ccccc2C1=O,7,-9,-2,5,-32,118,109,-15,1.1
Cc1nccn1S(=O)(=O)c1cc([N+](=O)[O-])ccc1Cl,-2,-1,3,4,-2,98,93,7,9.0
O=C(Nc1cccc(F)c1)/C(=C\c1cccnc1)NC(=O)c1ccco1,4,-6,1,6,0,104,107,6,-0.2
COc1cccc(-c2ccc(NC(=O)C3CCCN(Cc4cc(C)[nH]n4)C3)cc2)c1 (centres undefined),8,-4,-55,-4,9,103,116,-6,0.3
CC(CN1CCN(C)CC1)OC(=O)c1ccc(Cl)cc1Cl (centres undefined),9,-4,-1,5,8,114,118,-9,1.8
COC(=O)c1sc(S(=O)(=O)N2CCC(C(=O)O)CC2)c(C(=O)OC)c1C,3,-5,-3,6,-10,102,102,0,-1.6
COc1ccc(NC(=O)CC2C(=O)N(c3cccc(C)c3)C(=O)N2C2CCCCC2)cc1 (centres undefined),-9,-3,3,6,-8,82,83,7,0.1
COc1ccc(NC(=O)Cn2c(=O)n(-c3ccccc3)c(=O)c3oc4ccccc4c32)c(OC)c1,-1,-9,1,2,-7,94,94,4,2.2
COc1cc(-c2nc3ccccn3c2NCC2CCCO2)ccc1O (centres undefined),5,-7,1,38,0,99,100,-29,-1.8
CN1CCN(CC(=O)O)CC1,9,-1,5,-1,0,110,112,-20,-0.9
NS(=O)(=O)c1ccc(NC=C2C(=O)OC3(CCCCC3)OC2=O)cc1,-1,-4,8,21,-2,94,96,5,-1.5
CCCc1nc(SCc2cccnc2)c2c(=O)n(C)c(=O)n(C)c2n1,-1,·,5,14,-27,99,99,-21,-1.9
COc1ccc(C(=O)NC2CCN(CC(=O)NC3CCCCC3)CC2)cc1,4,12,-1,-2,-6,103,103,14,-1.1
CCN1CCCC1CNC(=O)c1cc(NC(C)=O)c(N(C)C)cc1OC (centres undefined),-5,-4,2,12,8,86,89,5,-1.6
CCOC(=O)N1CCN(C(=O)/C(=C\c2ccc(SC)cc2)NC(=O)c2ccccc2)CC1,-1,-1,-9,19,-52,101,102,12,-1.0
O=C(CCc1c[nH]c2ccccc12)OCc1ccc(Br)cc1,-3,2,-8,-7,-11,97,99,19,0.5
COc1ccc(NC(=O)CCCCn2c(=O)[nH]c3ccccc3c2=O)cc1,1,-1,-6,27,-4,102,102,4,-0.4
Nc1ccccc1C(=O)NCc1ccccc1,0,-1,-2,12,1,98,103,7,-1.2
NC(=S)NNC(=S)Nc1ccccc1,-5,-6,1,7,-10,102,94,-9,-2.5
COc1cc(C(=O)N/N=C/c2ccc(OC(=O)N3CCOCC3)cc2)cc(OC)c1OC,0,-6,-2,22,-30,98,98,0,-2.0
O=C(Nc1ccc(Cl)c(C(F)(F)F)c1)[C@@H]1CC=C[C@@H]2CCN(C3CC3)C(=O)[C@@H]21,3,-8,·,·,·,97,101,-10,-0.9
O=c1c2ccccc2c2ccccc2c(=O)n1Cc1ccco1,1,0,5,18,-5,99,99,24,-0.9
CC1CN(C(=O)C(C)N2CCN(c3cccc(Cl)c3)CC2)CC(C)O1 (centres undefined),-7,1,2,-9,-10,97,91,-2,-1.9
Cn1c(CCN2CCCCC2)nc2cc(NS(=O)(=O)c3ccccc3)ccc21,4,-8,-6,24,9,102,107,48,-2.1
Cc1ccc(-n2c(O)c(/C=N/Nc3ccc(S(=O)(=O)N4CCOCC4)cc3[N+](=O)[O-])c3ccccc3c2=O)c(C)c1,-2,-5,29,17,-9,106,99,26,19
Cc1[nH]nc(-c2ccc(O)cc2O)c1-c1ccc(Cl)cc1,-4,-7,-9,10,0,101,95,-1,1.3
Cc1cc(C(=O)N2CCOCC2)n(-c2ccccc2)n1,4,1,-7,-2,-4,100,100,-6,2.3
COC(=O)C1(C)NC(c2ccccc2F)C2C(=O)N(c3ccccc3)C(=O)C21 (centres undefined),-1,0,10,-10,-9,96,98,-1,0.1
Cc1cccc(N(C)c2ncnc3onc(-c4ccc(F)cc4)c23)c1C,-2,-3,3,14,-35,97,89,-4,0.8
O=C(CSc1ccccc1C(=O)O)c1ccccc1,-1,-5,0,4,-2,100,98,-7,-0.3
O=C(O)c1cccc(NC(=S)NC(=O)c2ccc(-c3ccccc3)cc2)c1,-1,1,33,33,-20,103,98,2,-0.7
O=C(CSc1nc2ccccc2c(=O)n1-c1ccc(F)cc1)Nc1ccc(C(=O)O)cc1,2,1,3,1,-39,99,98,-14,0.7
Cc1ccc(C#CC[N+](C)(C)CC#Cc2ccccc2)cc1,3,-10,-15,-2,10,108,122,1,-0.3
CCCCCCC(=O)OCC(=O)c1ccc2c(c1)NC(=O)CO2,-2,0,-16,4,-18,98,95,16,-0.2
Cc1cc(/C=C\c2ccccc2)nc2ccccc12,-6,-4,7,-2,8,97,101,-5,2.4
CCCC(=O)Nc1c(-c2ccccc2)c(=O)c(C)nn1-c1ccc(C)cc1,-14,-1,-3,28,-3,96,93,4,-0.6
CCOc1ccc(Br)cc1S(=O)(=O)NCc1ccncc1,1,9,4,-3,-4,103,103,8,-0.1
Cc1nc2sccn2c(=O)c1S(=O)(=O)N1CCN(c2ccccc2)CC1,-1,·,6,5,-18,101,99,-35,1.8
O=C(O)c1cc(O)ccc1-c1ccc(O)cc1,0,-6,-19,17,4,97,103,23,-0.7
Cc1cccc(C)c1OCC(O)CN1CCN(c2ccccn2)CC1 (centres undefined),4,-5,0,5,-5,106,103,-9,0.9
Cc1nnc(NCCO)c2ccccc12,3,-9,5,11,-2,103,105,5,4.9
NC(=O)c1ccccc1N=Cc1ccc2ccccc2c1,-2,-7,-12,8,-8,94,94,18,-1.9
COC(=O)c1ccccc1S(=O)(=O)N1CCC(C(=O)OCC(=O)NCC(F)(F)F)CC1,0,3,5,1,-3,104,104,19,-3.1
Cc1cc(C(=O)CN2C(=O)NC3(CCCc4ccccc43)C2=O)c(C)n1Cc1ccccc1 (centres undefined),-3,0,6,21,-12,101,97,2,-0.8
O=C(Nc1nc2ccccc2[nH]1)C1CCCC1,8,3,5,26,-3,103,104,-7,-2.4
COc1cc2[nH]c(=O)n(CCC(=O)N3CCN(c4cc(Cl)ccc4C)CC3)c(=O)c2cc1OC,·,0,-1,0,-6,·,·,0,-1.9
Cc1cccc(NC(=O)CN2C(=O)N/C(=C/c3cc(C)n(C(C)C)c3C)C2=O)c1,1,-2,6,0,-14,100,98,17,-1.4
O=C(NC1CCCCC1)C(c1ccc(O)cc1)N(C(=O)c1cnccn1)c1cccc(F)c1 (centres undefined),5,-7,0,-8,-22,109,106,-3,0.3
O=c1c(O)c(-c2ccc(O)cc2O)oc2cc(O)cc(O)c12,-3,·,11,18,-1,106,92,·,·
Cc1ccnc(NC(=O)c2ccc(COc3ccc(Cl)cc3)o2)c1,·,6,-11,-6,-16,·,·,-17,-0.4
COC(=O)CNC(=O)Cn1ccc2ccccc2c1=O,3,-1,-6,5,7,109,107,-3,-0.2
CN1CCN(NC(=O)CN(C)S(=O)(=O)c2cc(Cl)ccc2Cl)CC1,-4,6,13,-1,6,97,99,-12,4.1
COc1cccc(C(Nc2ccccn2)c2c(NC(=O)c3ccco3)sc(C)c2C)c1 (centres undefined),4,0,-17,-16,-12,97,106,13,-0.9
COCCN(Cc1nc(C2(c3ccc(C)cc3)CCCC2)no1)C(C)C,-1,1,-10,5,-11,102,102,1,0.8
Cc1ccc(NC(=O)Nc2nnc(Cc3ccc([N+](=O)[O-])cc3)s2)cc1,-1,0,-6,41,2,102,98,-26,2.0
NCCc1ccc(O)c(O)c1,7,-1,1,70,1,117,102,-10,-1.1
C=CCN(c1ccc(C(=O)N2CCCC2)cc1)S(C)(=O)=O,-4,-1,-1,8,-1,85,93,-26,1.4
C[C@@H](C(=O)NCc1ccco1)N1C(=O)N2CCc3c([nH]c4ccccc34)[C@@]2(C)C1=O,2,-6,-2,12,-27,103,101,-9,1.3

An excerpt from above in order of molar mass, low to high.
molecule,MEKK2mut PB1 HTS,GalR3 antag,HCV NS3 hel inh,UBC9 SUMO inh,FID counter,MEKK3 PB1 HTS,MEKK2 WT-MEK5,CRFR2-BP antag,CRFBP-R2 agonist
O=c1c(O)c(-c2ccc(O)cc2O)oc2cc(O)cc(O)c12,-3,·,11,18,-1,106,92,·,·
COCCN(Cc1nc(C2(c3ccc(C)cc3)CCCC2)no1)C(C)C,-1,1,-10,5,-11,102,102,1,0.8
O=C(NC1CCCCC1)C(c1ccc(O)cc1)N(C(=O)c1cnccn1)c1cccc(F)c1 (centres undefined),5,-7,0,-8,-22,109,106,-3,0.3

Carrying on.
molecule,MEKK2mut PB1 HTS,GalR3 antag,HCV NS3 hel inh,UBC9 SUMO inh,FID counter,MEKK3 PB1 HTS,MEKK2 WT-MEK5,CRFR2-BP antag,CRFBP-R2 agonist
C[N+]1(CC(=O)OCCCc2ccccc2)CCCC1,-1,11,-12,-2,9,88,101,1,-1.1
COCCn1c(SCC(=O)Nc2cc(C(C)(C)C)nn2-c2ccccc2)nc2ccccc2c1=O,-1,2,5,11,-1,101,101,-3,-0.4
COC(=O)C1CCN(c2ccc(Cl)nn2)CC1,-3,-4,6,-8,3,101,102,0,-0.6
Cc1cc(C)nc(SCc2cc(=O)c(OC(=O)c3cc([N+](=O)[O-])ccc3Cl)co2)n1,-8,4,5,-8,-1,102,112,9,1.0
O=c1[nH]c(/C(=N\O)c2ccccc2)no1,2,-2,3,24,-5,104,103,-2,-0.2
CC(C)(C)c1ccc(C(=O)N2CCNCC2)cc1,-5,-4,2,15,0,99,94,-41,1.5
CCOc1ccc2nc(SCC(=O)NC(=O)NCc3ccco3)sc2c1,3,2,24,14,-21,103,101,-4,0.0
Cc1cccc2cc(C(c3nnnn3Cc3ccccc3)N3CCN(c4ccccc4)CC3)c(=O)[nH]c12 (centres undefined),-8,-5,25,18,-25,97,90,-10,-2.8
C/C(=C\C(=O)OCC(=O)NCc1ccccc1)C(=O)OCC(=O)NCc1ccccc1,-2,-2,8,-8,-13,120,96,-8,-1.7
COc1ccc(NC(=O)c2cc(S(=O)(=O)N3CCS(=O)(=O)CC3)ccc2Cl)cc1,6,0,-6,1,1,101,103,-19,1.1
CCOC(=O)c1[nH]c2ccc(OC)cc2c1NC(C)=O,6,-2,0,17,2,105,102,-1,-0.3
CC(C)(C)NC(=O)NC(=O)CSc1nncs1,1,-2,11,6,-4,115,107,4,-0.6
CC(=O)O/N=C(\N)c1cnn2c(C(F)(F)F)cc(C(F)(F)F)nc12,-11,-1,1,8,0,95,93,2,1.3
Cc1cc([N+](=O)[O-])nn1CCCC(=O)Nc1c(C)n(C)n(-c2ccccc2)c1=O,0,-2,-5,-4,-5,96,95,-5,0.2
Cc1ccc(C(=O)Nc2nc(C)c(C)s2)o1,0,-6,9,8,2,95,91,10,0.7

Compound activity as filed in PubChem BioAssay.
